# Compound activity from PubChem BioAssay.
# IDE act: IDE (human) activation, cell-based; P14735; HEK cells, FAbeta-B cleavage, fluorescence polarization; 0% vehicle, 100% cell-free pure enzyme wells; activation, % at 5.96 µM; 340,000 tested, 0.073% active;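 active means activation above the mean of all tested compounds plus 3 SD, set per screening campaign, cut at about 17% in these data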
# MEKK3 PB1 HTS: modulators (inhibitors or enhancers) of MEK5 binding to human MEKK3 PB1 domain; Q99759; bead-based flow cytometry, Alexa488-MEK5 binding to MEKK3; actives lie on both sides; 0 = blocked by unlabeled MEK5, 100 = vehicle; binding response (% of control), % at 10 µM; 290,000 tested, 1.4% active; AID 1529;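 active means binding response more than 3 SD above or below the average of its plate-row segment, actives on both sides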;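 further: Alexa488 bead fluorescence after subtracting the streptavidin-only scavenger bead signal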
# PHOSPHO1 inh: blocks human PHOSPHO1 phosphatase activity | Q8TCT1 | recombinant PHOSPHO1, absorbance phosphatase assay | inhibition, % at 13.3 µM | 290,000 tested, 1.1% active | AID 1565; in the data active means inhibition above about 60%
# CRFBP-R2 agonist: CRF-BP/CRF-R2 complex agonism; 350,000 tested, 0.46% active; HEK293 CRF-R2/CRF-BP, calcium dye fluorescence (FLIPR); percent of saturating CRF peptide response; activation, % at 13.2 µM;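 active means activation of at least 50%, plus an integration ratio under a set limit after plate pattern correction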;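 further: plate controls were neutral control wells without compound for no effect and CRF at EC100 for full effect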
# IDE inh: cellular human IDE inhibition. P14735. inhibition, % at 5.59 µM. HEK cells, FAbetaB cleavage, fluorescence polarization. 320,000 tested, 0.41% active;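 active means percent inhibition above the average of all tested compounds plus 3 SD, set per screening campaign, cut at about 16% in these data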;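 further: IDE supplied by intact live HEK cells; FP after avidin binding of uncleaved biotin substrate so inhibition keeps polarization high; 0% = DMSO wells and 100% = 60 µM reference IDE inhibitor Ii1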
# p-CIP stab down: p/CIP protein destabilization; Q05BA5; F442A p/CIP-EGFP cells, EGFP fluorescence, 16 h; decrease of EGFP signal, % at 10 µM; 290,000 tested, 0.01% active; AID 1984;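 active means EGFP signal decrease of at least 30% at 10 µM or well 3 SD below plate mean, unless failing retest; inactive means the rest, including hits failing retest or dose response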; further: some compounds called inactive have numbers as strong as hits; many of its hits are not listed in these tables
# Target sequence (Q05BA5 1-1403): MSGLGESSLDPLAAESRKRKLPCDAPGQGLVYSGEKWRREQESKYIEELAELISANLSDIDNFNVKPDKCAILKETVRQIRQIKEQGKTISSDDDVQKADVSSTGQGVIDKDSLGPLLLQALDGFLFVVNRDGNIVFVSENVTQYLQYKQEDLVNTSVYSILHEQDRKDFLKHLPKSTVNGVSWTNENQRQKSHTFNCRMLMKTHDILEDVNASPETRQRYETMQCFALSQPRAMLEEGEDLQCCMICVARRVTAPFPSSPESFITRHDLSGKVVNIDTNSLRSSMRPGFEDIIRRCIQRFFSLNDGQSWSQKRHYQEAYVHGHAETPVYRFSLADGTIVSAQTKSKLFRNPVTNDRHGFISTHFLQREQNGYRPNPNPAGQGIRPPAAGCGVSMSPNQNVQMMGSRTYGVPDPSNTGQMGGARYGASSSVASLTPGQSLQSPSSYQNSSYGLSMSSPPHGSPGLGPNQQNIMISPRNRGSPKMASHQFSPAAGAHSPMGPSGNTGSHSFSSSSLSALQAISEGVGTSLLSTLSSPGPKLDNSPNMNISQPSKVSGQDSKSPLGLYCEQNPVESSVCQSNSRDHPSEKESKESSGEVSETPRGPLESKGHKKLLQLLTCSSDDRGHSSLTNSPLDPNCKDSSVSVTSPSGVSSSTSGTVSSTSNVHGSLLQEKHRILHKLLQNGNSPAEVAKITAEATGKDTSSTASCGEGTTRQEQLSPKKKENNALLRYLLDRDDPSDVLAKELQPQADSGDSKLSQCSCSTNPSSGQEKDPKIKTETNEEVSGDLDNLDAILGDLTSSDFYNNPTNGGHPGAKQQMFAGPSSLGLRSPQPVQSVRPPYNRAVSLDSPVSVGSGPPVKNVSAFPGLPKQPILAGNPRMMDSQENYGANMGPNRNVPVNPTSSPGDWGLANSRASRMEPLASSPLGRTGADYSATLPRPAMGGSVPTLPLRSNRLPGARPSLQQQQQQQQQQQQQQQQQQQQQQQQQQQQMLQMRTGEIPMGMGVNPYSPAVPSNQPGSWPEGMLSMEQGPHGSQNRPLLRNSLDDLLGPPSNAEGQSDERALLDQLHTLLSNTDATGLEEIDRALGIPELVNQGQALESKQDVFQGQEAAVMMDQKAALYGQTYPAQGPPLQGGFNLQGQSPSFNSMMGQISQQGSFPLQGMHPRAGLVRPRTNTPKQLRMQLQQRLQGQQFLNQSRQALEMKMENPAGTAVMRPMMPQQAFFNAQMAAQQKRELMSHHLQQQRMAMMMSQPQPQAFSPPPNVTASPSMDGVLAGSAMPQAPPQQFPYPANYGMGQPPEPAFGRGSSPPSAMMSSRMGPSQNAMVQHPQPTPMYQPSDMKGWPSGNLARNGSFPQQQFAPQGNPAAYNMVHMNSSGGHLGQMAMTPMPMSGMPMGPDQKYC
# M4 PAM: positive allosteric modulators of human muscarinic M4 receptor; P08173; CHO-K1 hM4/Gqi5, Fluo-8 calcium fluorescence, ACh EC20; 0% = ACh EC20, 100% = maximal ACh; activation, % at 3 µM; 360,000 tested, 0.4% active; AID 624126;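 active means activation above its plate's cutoff, the mean activation of sample wells plus 3 SD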; further: some results filed as inactive read as strong as hits
# GalR3 antag: blocks the human galanin receptor 3. 360,000 tested, 0.44% active. HEK293 GalR3-CNG cAMP membrane potential fluorescence; galR3 body fused to GalR1 C-terminus. inhibition, % at 3 µM. O60755;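 active means inhibition above the screen-wide average plus 3 SD, cut at about 13% in these data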;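 further: forskolin and galanin both at EC90 stimulate the cells; cAMP rise reported by CNG channel membrane potential dye signal; 0% = forskolin plus galanin with DMSO and 100% = forskolin alone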
# CRFBP-R2 block: antagonists of CRF-binding protein/CRF-R2 receptor complex. inhibition, % at 11.8 µM. HEK293 CRF-R2/CRF-BP, CRF-induced calcium fluorescence. 350,000 tested, 0.59% active;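 active means inhibition of the ligand-induced calcium signal above about 50% at the single tested concentration, limit read from the data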
# Starred values were filed as active, the others as inactive; x = no result given.
# Values in the order – PHOSPHO1 inh | CRFBP-R2 block | IDE inh | IDE act | MEKK3 PB1 HTS | CRFBP-R2 agonist | p-CIP stab down | GalR3 antag | M4 PAM
> O=C(NCCCN1CCCC1)c1ccc2c(c1)N(Cc1cccc(Cl)c1)C(=O)c1ccccc1S2=O (stereo unspecified)
    51.9 | -12.8 | 0.9 | 1.5 | 97.0 | -0.2 | 0.4 | -4.5 | -16.1
> COc1ccc(S(=O)(=O)Nc2ccc(-c3ccc4nnc(C)n4n3)cc2)c(OC)c1
    x | -0.8 | 3.1 | -2.2 | x | 27.0 | x | -3.7 | 2.9
> COCCN(C(=O)C1CC1)c1nnc(-c2ccc(C)cc2)s1
    21.5 | -2.2 | -5.1 | -3.4 | 100.0 | 3.5 | -0.5 | -3.5 | -3.3
> Cc1nc(N2N=C3/C(=C/c4ccc(F)cc4)CCCC3C2c2ccc(F)cc2)sc1C(=O)N(C)C (stereo unspecified)
    18.7 | -18.9 | 0.0 | 7.4 | x | 23.0 | 2.2 | -6.8 | -9.9
> CCCCCCn1c(=O)c(C(=O)N/N=C/c2cccc(F)c2)c(O)c2ccccc21
    2.0 | 14.2 | -2.0 | 2.5 | 101.0 | 0.8 | 15.2 | -4.0 | 18.8
> CCc1ccc(CN(C)CC(=O)Nc2ccccc2[N+](=O)[O-])cc1
    11.2 | -2.9 | 10.3 | -1.2 | 97.0 | 4.2 | 2.1 | 3.8 | -2.8
> Cc1cc(C(=O)Nc2c(C)nn(Cc3c(Cl)cccc3Cl)c2C)no1
    -4.6 | 12.2 | -2.6 | 5.2 | 102.0 | 1.3 | 3.1 | -7.2 | 13.1
> CCN(CC(=O)Nc1ccc(OC)cc1)CC(=O)Nc1sc2c(c1C(=O)OC)CCCC2
    x | 8.0 | 2.7 | 1.2 | x | -0.9 | x | -3.8 | -3.2
> Cc1ccc(C)c(N(C(=O)Cc2cccs2)C(C(=O)NC2CCCC2)c2ccc(C)o2)c1 (stereo unspecified)
    1.8 | -19.4 | -5.7 | 6.4 | 104.0 | 1.1 | -8.9 | -1.6 | -2.1
> CCOc1ccc(N(CC(=O)NCc2ccc(F)cc2)C(=O)CCC(=O)Nc2nccs2)cc1
    20.0 | 1.4 | -0.2 | 4.1 | 102.0 | -1.8 | 4.4 | -8.5 | -1.1
> O=C(CCCOc1ccc(Cl)cc1)Nc1ccc(N2CCOCC2)cc1
    20.8 | 0.0 | 0.0 | -2.1 | 100.0 | -4.0 | -13.0 | 1.1 | 4.8
> CCN(c1ccccc1)S(=O)(=O)c1ccc(OC)c(NC(=O)CNCCc2ccccc2)c1
    37.8 | -10.7 | 2.1 | 6.2 | 98.0 | 5.6 | 6.4 | -9.7 | -26.6
> Cn1cnc2c(cnn2C)c1=O
    x | 3.2 | x | 1.4 | x | -1.0 | x | -6.7 | 2.5
> NS(=O)(=O)c1ccc(N2N=C(c3ccccc3)CC2c2cccc(Br)c2)cc1 (stereo unspecified)
    x | 0.9 | x | 6.4 | x | -0.3 | x | -5.1 | -0.3
> COc1ccc(S(=O)(=O)N(C)C2CCS(=O)(=O)C2)cc1OC (stereo unspecified)
    -2.4 | 12.1 | -3.7 | 1.5 | 113.0 | -0.6 | -5.7 | -3.8 | 7.3
> CCOc1ccc(S(=O)(=O)N(C)CC(=O)N2CCN(CC)CC2)cc1
    -2.2 | -2.2 | -10.3 | 4.7 | 107.0 | -0.5 | -25.7 | -9.1 | 5.5
> CCOc1ccc(NS(=O)(=O)c2ccc(C(=O)NCc3cccnc3)cc2)cc1
    x | -17.4 | 0.6 | -0.5 | x | 2.8 | x | -4.5 | 1.2
> CCOc1ccc(NC(=O)COC(=O)c2ccc3ncsc3c2)cc1OCC
    x | 5.0 | x | 3.5 | x | -0.1 | x | -1.2 | 4.5
> N#Cc1ncc(C(F)(F)F)cc1Sc1ccc(N)cc1
    10.8 | 11.5 | -3.4 | 4.1 | 101.0 | -0.4 | -4.7 | -1.4 | -3.5
> N#Cc1nc(-c2cccc(Cl)c2)oc1NCc1cccnc1
    16.2 | -1.3 | -2.6 | 2.5 | 101.0 | 0.1 | 0.0 | -4.8 | -3.7
> COc1ccccc1C(=O)ON=C1c2ccccc2-c2ccccc21
    -28.0 | -21.4 | 1.7 | -1.6 | 103.0 | 9.7 | -16.7 | -3.7 | -1.0
> O=C(CN(Cc1ccc(F)cc1)C(=O)CNS(=O)(=O)c1ccccc1)NCC1CCCO1 (stereo unspecified)
    0.0 | 19.8 | 2.9 | -0.7 | 99.0 | 0.7 | -2.8 | -6.5 | -2.5
> O=C(CSc1ccc([N+](=O)[O-])cc1)Nc1nnc(C2CC2)s1
    x | -4.6 | 4.0 | 7.1 | x | -0.8 | x | -6.8 | -2.7
> CC(C)(C)OC(=O)NCCCC[C@H](NC(=O)c1[nH]cnc1C(=O)Nc1ccccc1)C(=O)OC(C)(C)C
    29.7 | -10.7 | -0.5 | 7.4 | 74.0 | 2.7 | -8.0 | -4.8 | -5.5
> O=[N+]([O-])c1ccc(COc2cccc(CNc3ccc(F)cc3)c2)cc1
    8.4 | 12.0 | 1.8 | -1.2 | 96.0 | -1.3 | -18.5 | -10.4 | -7.5
> Cc1sc2nc(C(C)C)nc(SCC(=O)N3c4ccccc4CC3C)c2c1C (stereo unspecified)
    -9.7 | -22.0 | 1.4 | 1.8 | 99.0 | 1.4 | 2.3 | -0.9 | 2.6
> CCCNC(=O)C(=O)Nc1ccc2c(c1)N(S(=O)(=O)c1cccs1)CCC2
    x | 12.2 | 1.8 | -2.9 | x | -0.6 | x | -6.5 | -1.8
> CC(=O)c1c(C)nc(-c2ccccc2)nc1NC(=O)C(C)C
    -2.0 | 6.7 | -10.6 | -6.0 | 99.0 | -0.1 | 0.4 | -1.6 | 3.6
> c1ccc2c(c1)[nH]c1c(N3CCC4(CC3)OCCO4)ncnc12
    4.4 | 9.1 | -0.9 | -4.2 | 95.0 | -0.1 | -4.4 | x | -14.4
> CC(C)NC(=O)C1CCN(C(=O)c2cc3sccc3n2Cc2ccc(F)cc2)CC1
    16.0 | -3.9 | 8.6 | -7.6 | x | 2.0 | -23.1 | x | 5.9

# Shown as tab-separated lines: entries from further up
Molecule	PHOSPHO1 inh	CRFBP-R2 block	IDE inh	IDE act	MEKK3 PB1 HTS	CRFBP-R2 agonist	p-CIP stab down	GalR3 antag	M4 PAM
O=C(NCCCN1CCCC1)c1ccc2c(c1)N(Cc1cccc(Cl)c1)C(=O)c1ccccc1S2=O (stereo unspecified)	51.9	-12.8	0.9	1.5	97.0	-0.2	0.4	-4.5	-16.1
COc1ccc(S(=O)(=O)Nc2ccc(-c3ccc4nnc(C)n4n3)cc2)c(OC)c1	x	-0.8	3.1	-2.2	x	27.0	x	-3.7	2.9
COCCN(C(=O)C1CC1)c1nnc(-c2ccc(C)cc2)s1	21.5	-2.2	-5.1	-3.4	100.0	3.5	-0.5	-3.5	-3.3
Cc1nc(N2N=C3/C(=C/c4ccc(F)cc4)CCCC3C2c2ccc(F)cc2)sc1C(=O)N(C)C (stereo unspecified)	18.7	-18.9	0.0	7.4	x	23.0	2.2	-6.8	-9.9
CCCCCCn1c(=O)c(C(=O)N/N=C/c2cccc(F)c2)c(O)c2ccccc21	2.0	14.2	-2.0	2.5	101.0	0.8	15.2	-4.0	18.8
CCc1ccc(CN(C)CC(=O)Nc2ccccc2[N+](=O)[O-])cc1	11.2	-2.9	10.3	-1.2	97.0	4.2	2.1	3.8	-2.8
Cc1cc(C(=O)Nc2c(C)nn(Cc3c(Cl)cccc3Cl)c2C)no1	-4.6	12.2	-2.6	5.2	102.0	1.3	3.1	-7.2	13.1
CCN(CC(=O)Nc1ccc(OC)cc1)CC(=O)Nc1sc2c(c1C(=O)OC)CCCC2	x	8.0	2.7	1.2	x	-0.9	x	-3.8	-3.2

# Additional entries follow.
# Values in the order – PHOSPHO1 inh | CRFBP-R2 block | IDE inh | IDE act | MEKK3 PB1 HTS | CRFBP-R2 agonist | p-CIP stab down | GalR3 antag | M4 PAM
> CCN1CCN(C(=O)c2ccccc2NC(=O)c2ccc(Cl)cc2)CC1
    -5.4 | -3.3 | -0.6 | 1.9 | 98.0 | -0.3 | -3.0 | -3.7 | 0.1
> CC1C(=O)N2CCCc3cc(S(=O)(=O)NCc4ccc(Cl)cc4)cc1c32 (stereo unspecified)
    46.9 | 12.7 | -0.3 | 2.1 | 100.0 | 0.1 | -17.2 | -7.1 | -4.7
> Cc1ccc(C)c(N2CCN(CCCNC(=O)Cn3cc4c(n3)CCC(C)C4)CC2)c1 (stereo unspecified)
    26.2 | -1.5 | 2.6 | 2.1 | x | -1.5 | -1.3 | -1.5 | -5.6
> Cc1c(C(=O)N2CCOCC2)c(S(=O)(=O)Nc2ccc(Br)cc2F)c(C)n1C
    7.9 | -2.5 | -9.2 | -1.9 | 99.0 | -0.2 | 1.8 | -8.5 | -2.9
> N#Cc1ccc(OCc2noc(-c3ccsc3)n2)cc1
    25.4 | -5.7 | 1.0 | 3.1 | 96.0 | 0.1 | -6.8 | -3.5 | -11.7
> Cc1ccc(NC2CCCN(C(=O)CCC(=O)c3ccccc3)C2)cc1C (stereo unspecified)
    17.0 | -8.4 | x | 0.5 | 102.0 | -2.4 | -6.8 | -6.5 | 0.2
> CC(c1ccccc1)C1CC(=O)N(CC(=O)O)C1=O (stereo unspecified)
    13.1 | -9.7 | -3.7 | 7.3 | 91.0 | -0.9 | -7.5 | -0.8 | 0.4
> CN(C)S(=O)(=O)c1cccc(NC(=O)CSc2nc3ccccc3[nH]2)c1
    32.0 | -7.8 | 2.0 | -2.8 | 101.0 | 1.1 | -8.5 | 3.2 | -4.2
> Cc1nc(C(=O)NC(C)C)nn1-c1cc(Cl)cc(Cl)c1
    36.5 | -5.2 | -1.0 | -2.3 | 94.0 | -2.6 | 10.2 | -4.2 | 6.4
> COCCCNC(=O)c1ccc(S(=O)(=O)c2ccc(C)cc2)c(NC(C)=O)c1
    33.0 | -1.3 | 5.0 | 7.9 | 103.0 | -0.8 | -5.7 | -9.8 | 1.3
> NC(=O)NC(=O)Nc1ccccc1Cl
    21.5 | -1.3 | 1.6 | 0.9 | 130.0* | -0.8 | 2.8 | -1.7 | 11.1
> COc1ccc(-c2ccc(OC)c(OC)c2OC)c(OC)c1OC
    x | 1.6 | x | 5.5 | x | -1.9 | x | -6.7 | 0.6
> COc1ccc(C(C)NC(=O)C23CC4CC(CC(C4)C2)C3)cc1 (stereo unspecified)
    x | -4.9 | 0.2 | -0.5 | 104.0 | -0.5 | -0.4 | -9.1 | -2.0
> Cn1ncc(Br)c1NC(=O)Nc1ccc(OC(F)(F)F)cc1
    20.3 | 9.1 | 10.5 | 0.6 | 97.0 | 10.9 | -27.1 | 4.0 | -20.0
> O=c1c2ccccc2nc2n1CCN2
    6.3 | 0.4 | -1.7 | 3.2 | 93.0 | 0.0 | -0.9 | 0.0 | 2.9
> Cc1ccc2cc(C3CC(c4ccco4)=NN3C(=O)CCCC(=O)O)c(Cl)nc2c1 (stereo unspecified)
    23.1 | -4.3 | -3.7 | 4.4 | 70.0 | 1.6 | 6.5 | -2.3 | -10.1
> C=CCOc1cccc(/C=N/NC(=O)CN2CCCCC2)c1
    9.3 | -11.1 | 1.6 | 3.3 | 99.0 | -1.4 | -1.4 | -8.0 | 2.2
> COc1ccccc1N(CC(=O)Nc1ccc(S(=O)(=O)N2CCCCC2)cc1)S(C)(=O)=O
    -9.5 | 1.0 | 0.4 | 0.8 | 97.0 | -0.3 | -5.1 | -3.8 | 6.3
